hgDAF12 agonist: agonists of H. glycines DAF-12 nuclear receptor; HEK293 GAL4-hgDAF12 UAS-luciferase reporter, agonist luminescence; normalized to butyrate control; activation, % at 6.8 µM; 370,000 compounds, 1.8% hits;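 active means activation above a cutoff set at the mean of all screened compounds plus 3 SD, cut at about 10% in these data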;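 further: 0% = DMSO wells and 100% = sodium butyrate wells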
PLCg1 inh: PLC-gamma1 (human) inhibition, primary screen. P19174. purified PLC-gamma1, fluorogenic substrate, fluorescence. inhibition, % at 12.2 µM. 370,000 compounds, 0.84% hits. AID 720700; in the data active means inhibition above about 9.5%
DAX1 inh-1: inhibits human nuclear receptor DAX1; AID 504766; HEK293 Gal4-DAX1 luciferase reporter, luminescence; inhibition, % at 6.75 µM; 340,000 compounds, 0.99% hits;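 active means inhibition above the mean over all tested compounds plus 3 SD, cut at about 4.2% in these data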;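 further: 0% = DAX1-transfected cells with DMSO and 100% = empty-vector control cells with DMSO; inhibition shows as a rise in luminescence from relieved DAX1 repression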
DAX1 inh-2: blocks DAX1 repression of SF-1 activated StAR promoter; HEK293T StAR-luciferase reporter, SF-1/DAX-1 repression relief; inhibition, % at 6.8 µM; AID 652010; 370,000 compounds, 1.1% hits;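 active means inhibition above the mean over all tested compounds plus 3 SD, cut at about 3.6% in these data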;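 further: 0% = DAX-1 cells with DMSO and 100% = cells lacking DAX-1 with DMSO; higher inhibition means more luminescence from relief of DAX-1 repression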
hcDAF-12 act: activates DAF-12 receptor from parasite H. contortus; HEK293 hcDAF-12 lit1-tk-luc reporter, luminescence; 0% DMSO, 100% Δ7-dafachronic acid; activation, % at 6.8 µM; 370,000 compounds, 1.4% hits; AID 652067;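 active means activation above the mean of all tested compounds plus 3 SD, cut at about 5.5% in these data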;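 further: 100% = response to 3 µM Δ7-dafachronic acid high control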
PLC-beta3 inh: inhibitors of human phospholipase C beta3; inhibition, % at 12.2 µM; 370,000 compounds, 0.18% hits; Purified PLC-beta3, fluorogenic substrate, fluorescence; AID 720704; in the data active means inhibition above about 11%;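 further: 0% = median of compound wells on plate and 100% = full blocker control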
Target sequence (Q01970 whole entry, looked up): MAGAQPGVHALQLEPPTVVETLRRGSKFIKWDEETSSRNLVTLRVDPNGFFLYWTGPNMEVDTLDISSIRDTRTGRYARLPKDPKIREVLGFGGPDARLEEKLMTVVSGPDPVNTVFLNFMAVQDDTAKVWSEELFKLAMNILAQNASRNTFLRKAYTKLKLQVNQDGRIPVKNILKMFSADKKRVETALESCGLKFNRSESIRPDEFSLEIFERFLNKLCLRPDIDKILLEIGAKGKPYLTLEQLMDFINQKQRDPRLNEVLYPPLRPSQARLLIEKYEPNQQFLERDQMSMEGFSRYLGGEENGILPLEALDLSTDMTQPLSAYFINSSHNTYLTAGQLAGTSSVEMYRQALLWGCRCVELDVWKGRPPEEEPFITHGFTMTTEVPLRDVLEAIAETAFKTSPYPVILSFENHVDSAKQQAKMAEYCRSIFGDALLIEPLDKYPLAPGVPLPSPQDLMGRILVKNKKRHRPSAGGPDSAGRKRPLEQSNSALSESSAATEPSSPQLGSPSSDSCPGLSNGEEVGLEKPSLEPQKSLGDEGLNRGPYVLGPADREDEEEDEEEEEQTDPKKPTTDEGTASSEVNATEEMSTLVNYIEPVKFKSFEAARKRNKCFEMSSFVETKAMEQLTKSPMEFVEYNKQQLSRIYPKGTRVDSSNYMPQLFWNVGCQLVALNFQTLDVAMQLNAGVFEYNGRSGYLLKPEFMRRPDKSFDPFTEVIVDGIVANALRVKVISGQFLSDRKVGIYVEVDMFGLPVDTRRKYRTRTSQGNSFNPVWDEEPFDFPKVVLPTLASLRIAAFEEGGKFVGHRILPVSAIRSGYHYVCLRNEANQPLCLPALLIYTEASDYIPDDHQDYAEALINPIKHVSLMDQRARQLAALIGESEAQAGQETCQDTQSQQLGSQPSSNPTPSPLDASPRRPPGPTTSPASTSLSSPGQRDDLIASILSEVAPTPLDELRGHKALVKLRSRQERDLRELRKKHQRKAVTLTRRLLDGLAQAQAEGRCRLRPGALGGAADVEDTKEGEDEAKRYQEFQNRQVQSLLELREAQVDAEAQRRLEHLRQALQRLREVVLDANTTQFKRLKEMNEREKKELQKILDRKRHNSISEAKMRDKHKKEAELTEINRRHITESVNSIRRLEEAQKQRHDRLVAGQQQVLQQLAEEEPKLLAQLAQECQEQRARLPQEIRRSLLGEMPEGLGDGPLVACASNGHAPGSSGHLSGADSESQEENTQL
GAA850 FXN act: increases GAA850 frataxin promoter reporter activity; 360,000 compounds, 0.56% hits; HEK293 lucGAA850 FXN promoter luciferase reporter, 24 h; percent of 10 µM SAHA response; AID 540364; activation, % at 6 µM;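 active means activation above the average of all compounds screened plus 3 SD, cutoff fixed separately per campaign, cut at about 7.5% in these data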;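 further: 0% = DMSO wells and 100% = 10 µM SAHA wells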
HGIII-sPLA2 inh: Inhibits HGIII-sPLA2 liposome hydrolysis, primary screen | inhibition, % at 12.2 µM | QFRET BODIPY PC-A2 liposome hydrolysis, fluorescence | 370,000 compounds, 0.56% hits | Q9NZ20;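 active means inhibition above mean plus 3 SD of compounds lying within the high and low control bounds, cut at about 19% in these data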;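 further: 0% = median of test compound wells and 100% = no enzyme DMSO wells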
ssDAF12 agonist: activators of S. stercoralis DAF-12 nuclear receptor. HEK293 ssDAF-12/GRIP1 lit1-tk-luc reporter, luminescence; % of 3 µM dafachronic acid response. activation, % at 6.8 µM. 370,000 compounds, 1% hits. AID 652126;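 active means activation above the mean over all tested compounds plus 3 SD, cut at about 0.9% in these data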;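 further: 0% = DMSO-only wells and 100% = 3 µM delta7-dafachronic acid wells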
ADAM10 inh: ADAM10 inhibition, QFRET primary screen. O14672. recombinant ADAM10, EDANS/DABCYL FRET peptide cleavage, 3 h. inhibition, % at 7 µM. 370,000 compounds, 0.62% hits;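 active means inhibition above a per-campaign cutoff equal to the mean of compounds falling between control-based bounds plus 3 SD, cut at about 20% in these data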;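 further: 0% = DMSO wells while the 100% control is not disclosed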
ADAM17 inh: ADAM17 inhibition, QFRET primary screen | P78536 | recombinant ADAM17, EDANS/DABCYL FRET peptide cleavage | inhibition, % at 6.95 µM | 370,000 compounds, 0.83% hits | AID 720648;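 active means inhibition above the mean of compounds lying between control limits plus 3 SD, set per campaign, cut at about 8.5% in these data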;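 further: 0% = DMSO-only wells as the low control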
Active calls of the source: *; i = inactive; . = not tested or not shown.

SMILES	hgDAF12 agonist	PLCg1 inh	DAX1 inh-1	DAX1 inh-2	hcDAF-12 act	PLC-beta3 inh	GAA850 FXN act	HGIII-sPLA2 inh	ssDAF12 agonist	ADAM10 inh	ADAM17 inh
Cc1ccccc1OCCCC(=O)Nc1ccc(N2CCOCC2)cc1	-0.2	-4	0.0	-0.3	-3.1	-2	2.3	-2	-1.6	1	-1
COc1ccc(C(C)(NC(C)=O)c2nc(-c3cccc(F)c3)cs2)cc1 (stereo unspecified)	0.6	-1	.	1.4	0.0	6	0.2	-11	-1.6	-5	2
O=C(Cn1ncc(Cl)c(Cl)c1=O)N1CCOCC1	3.5	4	.	-0.1	0.7	1	9.3*	3	-0.3	-4	-2
Cc1cc(NC(=O)CSc2nnc(-c3ccccc3)o2)no1	2.6	1	-0.4	1.0	-0.5	-6	1.4	-4	-1.5	0	-2
COc1ccc(C(=O)NCCCn2ccnc2)cc1	-0.1	1	0.3	-0.3	-0.7	0	0.2	1	-0.7	-5	-5
O=C1CCCc2nn(-c3ccccc3)c(-c3ccncc3)c21	-0.9	3	1.2	-0.3	-0.9	1	0.8	5	-1.6	-9	-2
CCc1ccc([C@@H]2C[C@H]3[C@@H](CN2S(=O)(=O)c2ccc(C)cc2)C(=O)C[C@@H](c2cccc(Cl)c2)N3S(=O)(=O)c2ccc(C)cc2)cc1	-2.1	1	-0.3	0.9	-1.7	-1	-1.8	-8	-0.8	5	-1
O=C(CN1CCOCC1)Nc1nc(-c2ccccc2Cl)cs1	-0.6	3	0.8	0.2	-0.6	-3	3.4	1	-1.2	-6	0
CC(C)CNC(=O)OCc1cn(Cc2ccccc2Cl)nn1	-6.6	2	.	-1.2	-3.6	1	.	5	-0.3	-4	0
O=C(CSc1ccc2ccccc2n1)NCCCN1CCCC1=O	2.5	1	0.2	0.3	-1.6	-6	1.6	-4	-0.6	-10	-4
O=C(NNC(=O)C1CCN(S(=O)(=O)c2ccc(Cl)cc2)CC1)c1ccccc1	-2.3	0	0.2	1.1	0.8	4	-4.0	0	-1.3	-4	-1
O=C(NCCc1ccccc1)c1ccc(CS(=O)(=O)Cc2ccccc2F)o1	0.1	1	0.1	-1.1	-1.1	-2	0.6	-3	-1.4	2	-3
O=C(NC(NC(=S)Nc1ccccc1Cl)C(Cl)(Cl)Cl)c1cccc(Cl)c1 (stereo unspecified)	-2.9	3	-1.4	-1.2	1.1	-3	-3.0	11	-2.0	14	8
O=C(NCCc1ccccc1)C1CCN(C2CCN(C(=O)CC3=CCCCC3)CC2)CC1	-1.2	-2	-0.8	-1.0	-0.1	-5	1.5	7	-1.6	4	-5
COC(=O)c1cc(NC2c3ccccc3C(=O)N2Cc2ccco2)cc(C(=O)OC)c1 (stereo unspecified)	3.5	-3	0.0	1.4	-0.2	0	1.6	-4	-0.9	-13	0
COc1cc(NC(=O)c2cccc(Br)c2)nc(OC)n1	4.8	1	-1.0	0.3	0.1	3	1.3	-2	-1.0	-5	-1
Cc1nc(NC2CCCC2)sc1C(=O)N(C)C	1.6	1	1.4	0.4	-0.7	2	0.7	6	-1.4	4	-2
COc1ccc(OC)c(NC(=O)c2cc3ccccc3cc2OC)c1	1.3	-14	-1.7	-0.5	-1.0	-19	3.4	-2	-1.2	4	2
CC(=O)C[C@@H](O)CC(=O)[C@@H]1OC(=O)CCCCCCCc2ccccc21	0.2	3	0.5	-0.5	-1.8	0	-0.4	3	-1.1	2	1
CC(=O)Nc1ccc(-c2csc(NC(=O)CCCc3cccs3)n2)cc1	-0.5	-3	-0.6	-0.7	-0.7	-1	3.4	-7	-1.8	-1	1
c1ccc(COc2ccc(CNCc3cccnc3)cc2)cc1	7.5	5	-0.5	0.3	0.2	6	3.0	-3	-0.5	2	5
CC1=C(C(=O)N(C(C)C)C(C)C)CC(CC(=O)NCc2ccco2)C(=O)N1Cc1ccccc1 (stereo unspecified)	-3.1	0	.	-0.8	-0.6	-3	.	-2	-1.3	-5	3
CC(C)Cc1ccc(-c2cc3nc(NCC4CC4)ccn3n2)cc1	5.4	-87	.	1.7	3.5	-113	4.1	-8	-1.4	-119	-26
CCCC(=O)NC(=S)Nc1ccccc1C(F)(F)F	-1.5	-1	-0.1	0.5	-0.7	-2	-1.6	6	-1.4	-3	-4
Cc1cccc2sc(NC(=O)c3ccc(OCC4CCCO4)cc3)nc12 (stereo unspecified)	13*	-1	0.2	1.9	2.4	-7	3.3	-2	-0.9	4	0
(next part)
SMILES	hgDAF12 agonist	PLCg1 inh	DAX1 inh-1	DAX1 inh-2	hcDAF-12 act	PLC-beta3 inh	GAA850 FXN act	HGIII-sPLA2 inh	ssDAF12 agonist	ADAM10 inh	ADAM17 inh
COc1ccc(-c2ncncc2-c2csc(C)n2)c(O)c1OC	0.7	1	3.2	-0.3	2.0	0	2.2	-8	-0.8	-5	-2
COCc1ccc(-c2ccc3c(c2)c(C#Cc2ccsc2)c(-c2cc(OC)cc(OC)c2)n3C)cc1	-0.5	-12	0.3	-0.3	-1.8	-10	0.4	5	-0.9	-4	-4
CC[N+](C)(CC)CCOC(=O)C1c2ccccc2Oc2ccccc21	0.4	-1	0.5	0.3	-0.2	0	1.4	-2	-0.5	-6	-4
O=C(CN1C(=O)NC2(CCc3ccccc32)C1=O)NCc1cccc(C(F)(F)F)c1 (stereo unspecified)	-3.2	-3	0.4	-2.2	-0.2	0	-0.3	2	-0.9	1	4
N#CC1(NC(=O)CSc2nnc(-c3ccccc3F)o2)CCCCC1	0.7	0	-0.4	-1.0	-0.7	-3	-3.4	0	-1.2	-4	-3
COc1ccc(NC(=O)CS(=O)CC(=O)Nc2cccc3cccnc23)cc1 (stereo unspecified)	2.6	0	-0.3	0.3	2.1	-4	1.1	-4	0.5	6	2
C[C@@H]1CN([C@@H](C)CO)C(=O)CCCn2nncc2CO[C@@H]1CN(C)C(=O)OCc1ccccc1	5.5	-2	0.8	0.9	-1.3	-2	1.6	9	-0.9	-3	-4
CC(=O)Nc1cccc(-c2cc(-c3c(Cl)cccc3Cl)no2)c1	-1.6	2	0.0	0.2	-0.1	-6	-0.2	-20	-1.7	19	6
CCc1ccccc1NC(=O)CSc1ccsc1[N+](=O)[O-]	-2.0	4	0.2	-1.4	-3.4	-1	-1.9	2	-1.1	-6	-4
Cc1onc(-c2ccccc2)c1C(=O)N1CC(C)OC(C)C1 (stereo unspecified)	-1.3	-3	-1.8	-0.3	0.7	4	-3.0	1	-1.2	5	-3
CN(C)C(CNC(=O)c1sc2ccccc2c1Cl)c1ccco1 (stereo unspecified)	5.2	-1	-0.2	1.9	0.4	1	4.3	-5	-0.4	0	0
O=C(N[C@@H](Cc1cccnc1)C(=O)N1CCC[C@H]1C(=O)NCc1ccccc1)c1ccc(Cl)cc1Cl	0.4	3	.	0.2	-1.7	2	.	-2	0.2	-4	0
CC1(C)CC(=O)C(C=Nc2ccc3cn[nH]c3c2)=C(O)C1	2.2	-471	0.5	-0.2	5.1	i	1.4	-1	0.3	-275	-111
CCc1nnc(NC(=O)C2=NN(C3CCS(=O)(=O)C3)C(=O)CC2)s1 (stereo unspecified)	-0.6	2	-0.4	0.3	-1.4	3	1.8	5	-1.3	-3	-1
O=S(=O)(c1ccc(F)cc1)N1CCc2ccccc21	0.2	3	0.9	0.0	-1.3	-1	-1.2	2	-0.7	4	1
Cc1nc(Nc2cccc(C(C)O)c2)c2nnn(Cc3ccccc3F)c2n1 (stereo unspecified)	2.7	-10	-0.4	-2.1	-2.4	-17	1.7	-15	-2.7	-6	-3
C/C(C=NNC(=O)CSc1nnc(-c2ccccc2)n1-c1ccc(C)cc1)=C\c1ccco1	-1.2	-1	.	-0.1	-1.7	-11	.	-10	-0.7	7	4
CC1CN(C(=O)COC(=O)Cc2c(Cl)cccc2Cl)CC(C)O1 (stereo unspecified)	-0.3	3	-0.3	-0.5	-0.5	2	-1.2	0	-0.8	0	1
CCS(=O)(=O)Nc1cccc(-c2cc(-c3ccccc3)c3cc(C)ccc3n2)c1	0.6	-15	1.0	-0.7	-1.2	-13	1.0	-48	-0.8	20	7
CN(C)CCNC(=O)c1c(NC(=O)c2ccccc2)sc2c1CCCC2	3.8	-70	1.6	0.6	3.6	-74	3.6	-19	-0.4	-1	-3
C[C@@]12C(=O)Nc3ccccc3C(=O)N1[C@H]1c3cc(Br)ccc3OC[C@@H]1[C@@H]2c1ccccc1	-1.0	1	-1.4	-0.9	-1.1	2	-11	-1	-1.1	19	8.6*
COc1ccccc1NC(=S)NC(=O)C(C)(C)C	4.5	4	-0.5	0.1	-1.5	5	3.5	14	-1.5	-1	2
Cc1ccc(S(=O)(=O)N2CCN(C(=O)CNC(=O)c3ccc(Cl)cc3)CC2)cc1	0.1	0	0.6	0.4	2.9	2	1.1	-6	-1.6	2	1
Cc1ccc(C2=Nc3cccnc3C(c3ccccc3)=NN2)cc1	2.0	-6	-0.8	-1.0	-1.2	-9	0.9	-7	-0.3	-2	-2
N#CC1=C(N)C(C#N)(C#N)[C@H](c2cccnc2)[C@H]2CN(C(=O)OCc3ccccc3)CC=C12	1.0	-32	-0.9	-0.6	-2.9	-35	1.7	-20	-1.6	-144	-46
Additional records follow:
SMILES	hgDAF12 agonist	PLCg1 inh	DAX1 inh-1	DAX1 inh-2	hcDAF-12 act	PLC-beta3 inh	GAA850 FXN act	HGIII-sPLA2 inh	ssDAF12 agonist	ADAM10 inh	ADAM17 inh
CC1(Cc2ccc3c(c2)OCO3)C(=O)Nc2ccc(-c3cccc(C(F)(F)F)c3)cc21 (stereo unspecified)	-0.2	3	.	-1.1	-1.3	-5	1.0	-6	-0.7	-11	4
Cc1cc(-c2nn(-c3ccccc3F)cc2CN2CCC(C(N)=O)CC2)c(C)s1	0.8	-2	1.5	1.3	-1.1	-6	-0.7	0	-1.3	1	-4
CCN(C(=O)CSc1nnc(C)n1Cc1ccccc1)C1CCS(=O)(=O)C1 (stereo unspecified)	0.2	1	-0.8	0.0	-0.3	0	-0.9	3	-1.2	-6	0
CCc1ccccc1OCC(=O)Nc1nnc(C2CC2)s1	-2.1	-3	0.7	-0.1	0.4	0	-0.1	-4	-0.2	-1	0
COC(=O)[C@]12C[C@H](CC(=O)NCc3ccc(C)o3)C(=O)N(CCC3=CCCCC3)C1=C[C@H](C1CCCC1)O[C@@H]2C	-1.2	-2	.	-1.2	-3.0	-1	.	-15	-1.4	-3	-5
O=C(CSc1nnc(-c2ccc(F)cc2)c2ccccc12)NCC1CCCO1 (stereo unspecified)	-4.5	2	-1.3	0.0	-0.7	7	8.8*	2	-1.7	2	2
[C-]#[N+][C@H](O[C@@H]1O[C@H](CO)[C@@H](O)[C@H](O)[C@H]1O)c1ccccc1	2.0	2	-1.9	-1.2	2.9	4	0.1	13	-0.6	-13	-6
CCOc1ccc(S(=O)(=O)NCCCl)cc1	2.1	-1	-0.6	-0.3	-1.6	-6	1.8	-4	-0.8	1	-2

Screening data as filed in PubChem BioAssay.
